High-throughput results deposited in PubChem by National Center for Advancing Translational Sciences (NCATS).
TexasRed fluor = counter-screen for TRb-SRC2 inhibitors: fluorescence interference. TRb/SRC2 Texas Red total fluorescence interference. Potency, µM (doses to about 106 µM), for the others: at the highest dose fluorescence change, negative = quenching. hit rate 0.29% among 280,000. AID 1479; active = well fitted curve in either direction with a large enough effect; inconclusive = small, poorly fitted or top-dose-only effect; note: potency is the fitted concentration of half-maximal effect; % is set by controls: 0 for no effect and ±100 for the full control effect
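Human TRb ligand-binding domain at 0.6 uM with 20 nM Texas Red SRC2 peptide in Tris buffer containing 1 uM T3 and 5% DMSO, incubated with compound 5 h at ambient temperature. Total fluorescence (555/632 nm) calculated as parallel + 2 × perpendicular.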
Tau fluor counter = counter-screen for tau fibril formation inhibitors | tau K18 P301L Alexa594 fluorescence, heparin fibrillization | Potency, µM (titrated, usually from 57.7 µM), for the others: at the highest dose activity change, negative = decrease | AID 1463 | hit rate 0.93% among 280,000; note: potency is the fitted concentration of half-maximal effect; % is set by controls: 0 for no effect and ±100 for the full control effect; nearly all actives have a fitted effect of over 55% in size
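Human tau K18 P301L (15 uM unlabeled, 0.24 uM Alexa 594-labeled) in 100 mM sodium acetate pH 7 with 20 uM heparin, 6 hr at 37 C. ThT 30 uM added, 1 hr ambient; Alexa 594 FP and total fluorescence read at 555/632 nm.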
TRb-SRC2 inh = inhibitors of human thyroid hormone receptor beta-SRC2 interaction. P10828. TRbeta-SRC2 peptide binding, fluorescence polarization; receptor liganded with 1 µM T3. Potency, µM (highest dose often 106 µM), inactives show at the top dose activity change, negative = inhibition, most hits filed as inhibitors. hit rate 0.065% among 280,000;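 note: potency is the fitted concentration of half-maximal effect; plate controls were bound peptide for no effect and peptide without receptor for full effect; nearly all actives have a fitted effect of over 50% in size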
Target sequence (P10828 whole entry, looked up): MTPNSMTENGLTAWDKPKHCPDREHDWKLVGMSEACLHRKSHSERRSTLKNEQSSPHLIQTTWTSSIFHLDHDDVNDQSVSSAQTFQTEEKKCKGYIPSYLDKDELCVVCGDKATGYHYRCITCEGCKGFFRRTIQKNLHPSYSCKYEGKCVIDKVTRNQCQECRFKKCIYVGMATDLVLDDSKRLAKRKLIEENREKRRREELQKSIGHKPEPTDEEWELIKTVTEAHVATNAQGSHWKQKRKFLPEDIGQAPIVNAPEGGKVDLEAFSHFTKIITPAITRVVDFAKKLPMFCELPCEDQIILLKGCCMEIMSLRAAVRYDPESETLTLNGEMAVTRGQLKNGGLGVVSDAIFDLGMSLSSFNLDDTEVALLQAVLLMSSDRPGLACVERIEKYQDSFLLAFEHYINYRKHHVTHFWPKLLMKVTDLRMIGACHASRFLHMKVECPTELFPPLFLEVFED
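Fluorescence polarization of 20 nM Texas Red SRC2 peptide with 0.6 uM human TRb ligand-binding domain, in Tris buffer with 1uM T3 and 5% DMSO. Incubated 5 hr ambient; normalized to unbound and bound controls.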
NPSR antagonist = antagonists of human neuropeptide S receptor cAMP signaling; hit rate 1% among 220,000; CHO-NPSR cells, cAMP TR-FRET, antagonist mode; Potency, µM (series often up to 38.3 µM), inactives show top-dose activity change, negative = inhibition, usual class: inhibitors; note: potency is the fitted concentration of half-maximal effect; % is set by controls: 0 for no effect and ±100 for the full control effect; nearly all actives have a fitted effect of over 50% in size; many of its hits are not listed in these tables
Target sequence (Q6W5P4 whole entry, looked up): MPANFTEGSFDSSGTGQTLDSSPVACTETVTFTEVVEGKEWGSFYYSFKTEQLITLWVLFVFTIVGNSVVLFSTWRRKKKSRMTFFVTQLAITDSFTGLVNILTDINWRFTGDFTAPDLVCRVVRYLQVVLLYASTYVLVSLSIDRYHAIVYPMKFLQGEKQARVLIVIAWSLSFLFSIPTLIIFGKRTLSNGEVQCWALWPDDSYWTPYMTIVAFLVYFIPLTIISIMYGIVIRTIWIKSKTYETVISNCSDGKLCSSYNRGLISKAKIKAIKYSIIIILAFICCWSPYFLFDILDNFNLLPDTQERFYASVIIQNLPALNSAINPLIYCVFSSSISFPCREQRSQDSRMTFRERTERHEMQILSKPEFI
CBFb RUNX1 block = blocks binding between human CBF-beta and RUNX1; AlphaScreen CBFb-His/RUNX1-biotin binding, biochemical; 230,000 tested, under 10 active; Potency, µM (series often up to 59.8 µM), for inactives: top-dose activity, negative = inhibition, usual class: inhibitors; Q01196+Q13951; note: % of control where 0% means no effect
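His-tagged CBF-beta and biotinylated RUNX1 (30 nM each) were premixed 20 min at room temperature, exposed to compound for 15 min, then given nickel-chelate and streptavidin AlphaScreen beads (50 ng each). After 90 min, AlphaScreen signal was read.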
Epigenetic derep = epigenetic control regulation, reporter derepression; Potency, µM (highest dose often 53.9 µM), inactives show at the highest dose GFP activation, hits mostly activators; hit rate 0.2% among 280,000; murine LDR cells, GFP reporter derepression, 30 h; note: potency is the fitted concentration of half-maximal effect; % of control where 0% means no effect; nearly all actives have a fitted effect of over 60% in size
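Derepression of a silenced CMV-GFP reporter in murine LDR cells is scored by enumerating GFP-positive cells with a laser-scanning microplate cytometer after 30 hours of treatment at 37 C.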
Tau fibril FP = blocks human tau fibril formation measured by polarization | K18 P301L tau heparin fibrillization, Alexa594 FP, 6 h | P10636 | hit rate 0.39% among 280,000 | Potency, µM (top dose mostly 57.7 µM), for the others: top-dose activity, negative = inhibition, usual class: inhibitors; note: potency is the fitted concentration of half-maximal effect; % is set by controls: 0 for no effect and ±100 for the full control effect; nearly all actives have a fitted effect of over 55% in size
Target sequence (P10636 561-689 P618L limits assumed): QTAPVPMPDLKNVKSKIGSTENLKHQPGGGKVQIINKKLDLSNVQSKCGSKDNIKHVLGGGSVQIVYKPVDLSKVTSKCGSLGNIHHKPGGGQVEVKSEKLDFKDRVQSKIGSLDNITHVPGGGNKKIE
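Recombinant K18 P301L […], labeled with Alexa 594 at 0.24 uM over 15 uM unlabeled; heparin inducer 20 uM final; 37 C, 6 hr; FP endpoint.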
aGal spleen mod = alpha-galactosidase A (human) modulation. P06280. hit rate 0.008% among 240,000. Potency, µM (highest dose often 80 µM), for the others: at the highest dose activity change, negative = inhibition, usual class: inhibitors. human spleen homogenate, 4MU-alpha-Gal fluorescence, 40 min;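 note: potency is the fitted concentration of half-maximal effect; 0% = enzyme with vehicle and -100% = no enzyme basal signal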
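Human spleen homogenate (1 ug) was the enzyme source, with 4-methylumbelliferyl-alpha-D-galactopyranoside (1 mM final) in pH 5.0 citrate buffer with 0.01% Tween-20. Compounds were titrated; after 40 min at 37C, NaOH/glycine stop, 4-MU fluorescence read; AC50 from Hill fits.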
An asterisk follows results filed as active; ? = inconclusive; / = no result given; & = joins results of further samples; [ ] = another dose, or the depositor's remark. Unless noted, calls come from the whole dose curve; as a rule, active = well fitted curve in the direction sought with a large enough effect; inconclusive = small, poorly fitted or top-dose-only effect, or another doubt; inactive = no such curve, though single readings can be large; an effect the other way counts as inactive or inconclusive. These rows are one share of the data, so the mix of outcomes need not match the whole.

SMILES | TexasRed fluor | Tau fluor counter | TRb-SRC2 inh | NPSR antagonist | CBFb RUNX1 block | Epigenetic derep | Tau fibril FP | aGal spleen mod
Cc1ccc(C(=O)Nc2c(C(=O)Nc3ccc(C)c(C)c3)sc3nc(C)cc(C)c23)cc1 | -10.2% | ? | 6.3% | / | / | -0.2% | -13.6% | /
O=[N+]([O-])c1ccc(C2C3C(c4ccccc4)=NC4(CCCC4)N32)cc1 (configuration not stated) | 1.0% | -16.5% | -2.8% | -12.1% | 1.5% | 0.0% | 5.1% | 3.7%
O=C=NC1CCCCC1 | -1.0%&-1.0% | / | 4.7%&4.1% | / | 9.6%&4.4%[21.7 µM] | / | / | -2.3%&4.0%
O=C1NC(=O)C(CCc2ccncc2)(CCc2ccncc2)C(=O)N1C1CCCCC1 | -4.3% | -10.0% | -1.3% | -6.9% | 2.1% | 3.3% | -6.8%[2.34 µM] | -3.5%
N=c1c[n+](CC23CC4CC(CC(C4)C2)C3)[n-]o1 | -0.3% | -7.6% | -20.6% | 2.9%[46.1 µM] | 3.8% | 0.0% | -9.8% | -16.9%
Cc1ccc2c(c1)c(=O)c1c3n2CCN(CC#N)C3CC1 (configuration not stated) | -0.4% | -13.2% | 5.2% | 1.0% | 2.7% | -0.2% | -2.7% | -3.7%
O=C(c1ccc(Cl)cc1)C1CCCN(Cc2ccon2)C1 (configuration not stated) | -1.6%[53 µM] | 5.4% | 1.5%[53 µM] | 9.2% | 2.5% | 3.3% | 4.6% | -2.5%
Oc1c(Br)cc(Br)cc1CN1CCN(Cc2ccccc2)CC1 | -1.9% | -29.4% | -5.0% | -15.3%[46.1 µM] | -1.0% | 2.8% | 6.2% | -11.3%
COC(=O)CC1=C(C(=O)OC)C2(C(=O)Nc3c(C)cccc32)C(C#N)=C(N)O1 (configuration not stated) | -1.0% | -8.8% | -22.0% | 7.3%[46.1 µM] | -0.6% | -1.0% | 2.2% | 7.2%
O=[N+]([O-])NC1=NCCN1Cc1ccc(Cl)nc1 | 2.0% | / | 1.5% | / | 7.3% | / | / | -13.6%
O=C(O)c1ccc(Cl)nc1 | -0.3% | 6.0% | 9.8% | 6.4% | -9.9% | -0.1% | 10.7% | 1.1%
Cc1cc2c(s1)NC(=O)CN=C2c1cccs1 | 0.8% | -2.3% | 5.9% | ? | 5.5% | -0.4% | -0.8% | -1.7%
CN1CCc2nc3ccc(F)cc3c(C(N)=O)c2C1 | -0.5% | -3.0% | -0.4% | -7.1%[46.1 µM] | -0.8% | 0.0% | -6.0% | -0.1%
NC(=O)[C@@H]1CCCN1C(=O)[C@H](Cc1ccccc1)NC(=O)[C@@H]1CCCN1C(=O)[C@@H](N)Cc1ccc(O)cc1 | 0.4% | -7.5% | 7.0% | / | 7.8% | 1.1% | -10.4% | -0.7%
Cc1nn(Cc2ccccc2)c(C)c1C(=O)OCC(=O)NCc1ccco1 | 0.1% | -17.3% | 9.0% | -2.0%[46.1 µM] | -3.2% | 0.0% | 1.6% | -0.1%
C[C@H]1CC[C@]2(OC1)O[C@@H]1C[C@@H]3[C@@H]4CC[C@H]5C[C@@H](O)CC[C@]5(C)[C@@H]4CC(=O)[C@@]3(C)[C@H]1[C@@H]2C | ? | / | 2.6%[53 µM] | / | -11.8%[21.7 µM] | -1.4%[16.9 µM] | / | -14.7%[29.1 µM]
Cc1ccc(Cl)cc1N1CCN(C(=O)c2cn(C)c(=O)c3c2c2ccccc2n3C)CC1 | 3.0% | -1.0% | 9.5% | ? | 0.4% | 0.0% | 2.2% | 7.6%
CC(=O)O[C@H]1CC[C@]2(C=O)C3CC[C@]4(C)[C@@H](C5=CC(=O)OC5)CC[C@]4(O)C3CC[C@]2(O)C1 (some centres not stated) | -1.0% | / | 3.0% | / | -6.5% | / | / | -2.2%
O=C(Nc1ccc(OC(=O)N2CCCC2)cc1)N1CCOCC1 | -7.8% | -0.4% | -9.1% | -6.0%[46.1 µM] | -2.8% | -0.8% | 4.6% | -2.7%
O=[N+]([O-])c1cccc(CN2CCN(Cc3ccc(Cl)cc3)CC2)c1 | -0.7% | -14.3% | -3.2% | -22.1% | -13.3% | -3.8% | ? | -1.3%
CC(O)CNc1ccc([N+](=O)[O-])c2cccnc12 (configuration not stated) | -1.7% | 1.4% | -0.6% | -6.4% | 1.7% | -1.8% | -10.5% | -12.1%
COc1cc(C2c3cc4c(cc3C(O)C3COC(=O)C23)OCO4)cc(OC)c1O (configuration not stated) | -1.5% | -4.8% | -6.3% | / | 15.0% | 2.7% | 1.8% | 0.7%
CC(C)(C)c1nc(N2CCN(C(=O)c3ccco3)CC2)c2nnn(Cc3ccccc3Cl)c2n1 | 0.7% | 1.9% | 6.8% | 10µM* | 5.0% | 3.2% | -2.6% | 5.6%
C=CCn1c(O)c(C(C)=NCCN2CCN(C(=S)NC)CC2)c(=O)[nH]c1=O | -2.2% | 7.5% | -4.3% | 10.1% | 7.8% | -1.1% | -8.5% | 9.5%
COc1ccc(-n2c(O)c(C(C)=NCc3ccc4c(c3)OCO4)c(=O)[nH]c2=O)cc1 | 0.7% | -3.3%[0.0958 µM] | -4.8% | -2.2% | 5.0% | 1.8% | -4.7%[0.0958 µM] | 1.9%
Nc1nnc(P(c2ccccc2)c2ccccc2)s1 | 1.1% | -15.7% | 0.0% | 4.1% | -1.2% | 0.1% | -3.7% | -7.3%
O=C1NC(=O)C(=Cc2csc3ccccc23)C(=O)N1 | -1.1% | -17.2% | -3.4% | 34.7% | 10.0% | 0.0% | 0.2% | 1.0%
CN1C(=O)C(Cc2cccs2)C(=O)N(C)C1=O | -6.5% | -6.8% | -1.0% | -18.3%[46.1 µM] | ? | -0.5% | -13.3% | 4.3%
C=CCn1c(O)c(C(CC)=NCc2cc(OC)cc(OC)c2)c(=O)[nH]c1=O | -4.3% | -23.6% | 1.0% | -9.8%[46.1 µM] | 4.6% | 4.5% | -1.6% | 4.9%
C#CCN1C(C)=C(C(=O)CCO)[C@@H](c2cccc(-n3oo3)c2)C(C(=O)OC)=C1C | -1.9% | -27.8% | 7.0% | / | -12.1%[21.7 µM] | -0.3% | -2.5% | 11.6%
CCOCCCNC(=O)c1c[nH]c2ccc(S(=O)(=O)N(C)c3ccc(Cl)cc3F)cc2c1=O | 0.5% | ? | 4.8% | / | / | 0.4% | ? | /
CCC(=NCCc1ccccc1)c1c(O)n(C2CCCCC2)c(=O)[nH]c1=O | -3.4% | -9.7% | 5.1% | ? | 2.2% | -8.2% | 10.3% | -1.2%
CCC(=NCCCN(CC)CC)c1c(O)n(-c2ccccc2)c(=O)[nH]c1=O | 3.9% | 5.6% | -3.4% | 8.5%[46.1 µM] | 0.8% | 0.7% | 4.1% | 5.6%
CC(C)c1oc(=O)cc2c1[C@@H](O)[C@H]1OC(=O)[C@@]3(C)C[C@@H](O)[C@@H](O)[C@@]2(C)C13 (some centres not stated) | -7.5% | -3.8% | -5.6% | -7.7% | 2.3% | 1.0% | -2.6% | -0.9%
CC12C=CC(=O)C=C1CCC1C2=CCC2(C)C1CC[C@@H]2C(=O)CN1CCN(c2cc(N3CCCC3)nc(N3CCCC3)n2)CC1 (some centres not stated) | 0.6%&0.4% | -13.4% | -15.9%&0.6% | / | ? | 0.0% | ? | ?
CCN1CC2(COC(=O)c3ccccc3N)CCC(OC)C34C5CC6C(OC)CC(O)(C5C6OC)C(O)(C(OC)C23)C14 (configuration not stated) | -0.3% | -4.9% | -0.7% | -3.1%[46.1 µM] | -1.0% | 1.0% | 8.7% | 27.3%
O=C(C1CC(=O)N(C2CCCCCCC2)C1)N1CCC2(CC1)OCCO2 (configuration not stated) | 0.6% | -3.4% | -4.7% | -2.9%[46.1 µM] | 6.5% | -0.7% | -8.3% | -8.7%
COC(=O)CC1NC2CCCCC2NC1=O (configuration not stated) | -3.0% | 4.9% | -16.6% | -4.7%[46.1 µM] | 5.1% | 0.0% | -5.9% | 15.5%
COc1ccc(C2=NCC(=O)N(CC(=O)NCc3ccco3)c3sc4c(c32)CCCC4)cc1OC | -0.1% | -13.6% | 5.2% | -22.1%[46.1 µM] | 0.6% | 0.0% | -8.8% | -3.6%
Cc1ccc(-n2c(/C=C/c3ccc(Br)s3)nc3ccccc3c2=O)cc1 | -0.2% | -5.7% | -5.7% | / | / | 3.2% | -7.9% | /
CCOC(=O)c1ccc(NC(=O)c2cccn(Cc3ccc(C)cc3)c2=O)cc1 | -2.1% | -4.0% | -8.3% | / | / | 2.4% | -12.8% | /
COc1cccc(N=Nc2c(O)[nH]c(=S)[nH]c2=O)c1 | -9.3% | -19.7% | -2.9% | 52.7% | 4.7% | 0.0% | -5.1% | -7.9%
O=C(O)C1CN(CP(=O)(O)O)CCN1 (configuration not stated) | 2.5% | -18.2% | -3.7% | / | 8.8% | -3.1% | ? | -3.5%
O=[N+]([O-])c1ccc(N2CCCC2)cc1N/N=C1\CN2CCC1CC2 | -1.3% | 5.9% | -1.8% | -16.9% | 2.2% | -1.5% | 0.9% | -5.8%
Cc1[nH]c2ccccc2c1CN(C)C | -0.9% | ? | 6.4% | / | 1.6% | 5.1% | -4.3% | -14.7%
N[C@@H](Cn1cc(I)c(=O)[nH]c1=O)C(=O)O | -3.3%&-1.9% | -3.3%&-2.4% | 3.3%&-0.6% | 20.0%[46.1 µM] | 2.3% | 1.1%&-1.1% | -1.1%&-3.7% | -13.3%&8.9%

Record cards, as listed above. Values in the order: TexasRed fluor	Tau fluor counter	TRb-SRC2 inh	NPSR antagonist	CBFb RUNX1 block	Epigenetic derep	Tau fibril FP	aGal spleen mod
Results for N[C@@H](Cn1cc(I)c(=O)[nH]c1=O)C(=O)O → -3.3%&-1.9%	-3.3%&-2.4%	3.3%&-0.6%	20.0%[46.1 µM]	2.3%	1.1%&-1.1%	-1.1%&-3.7%	-13.3%&8.9%
Results for CCN1CC2(COC(=O)c3ccccc3N)CCC(OC)C34C5CC6C(OC)CC(O)(C5C6OC)C(O)(C(OC)C23)C14 (configuration not stated) → -0.3%	-4.9%	-0.7%	-3.1%[46.1 µM]	-1.0%	1.0%	8.7%	27.3%
